# High-throughput results from PubChem BioAssay.
# PME-1 inh: PME-1 (human) inhibition | Q9Y570 | recombinant PME-1, FP-Rh probe fluorescence polarization | inhibition, % at 5.9 µM | 320,000 compounds, 0.53% hits | AID 2130;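 active means inhibition above the campaign mean of all compounds plus 3 SD, cut at about 26% in these data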;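 further: competitive labeling of PME-1 active site by serine hydrolase directed probe; 0% = PME-1 with DMSO and 100% = wells lacking PME-1 enzyme; inhibitors block probe labeling so polarization falls and inhibition rises; many of its hits are not listed in these tables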
# PAD4 inh: PAD4 (human) enzyme inhibition | AID 485272 | 330,000 compounds, 0.41% hits | inhibition, % at 6.36 µM | Q9UM07 | recombinant PAD4, RCA probe fluorescence polarization;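 active means percent inhibition above a cutoff equal to the mean of all tested compounds plus 3 SD, cut at about 15% in these data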;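 further: 0% = PAD4 with RCA probe and DMSO and 100% = probe without PAD4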
# PAFAH1B2 FP inh: PAFAH1B2 (human) inhibition | recombinant PAFAH1B2, FP-rhodamine activity probe, fluorescence polarization | inhibition, % at 3.39 µM | 340,000 compounds, 1.2% hits;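 active means inhibition above the mean of all tested compounds plus 3 SD, cut at about 24% in these data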;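 further: 0% = enzyme with DMSO and 100% = wells lacking PAFAH1B2; many of its hits are not listed in these tables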
# Target sequence (P68402 whole entry, looked up): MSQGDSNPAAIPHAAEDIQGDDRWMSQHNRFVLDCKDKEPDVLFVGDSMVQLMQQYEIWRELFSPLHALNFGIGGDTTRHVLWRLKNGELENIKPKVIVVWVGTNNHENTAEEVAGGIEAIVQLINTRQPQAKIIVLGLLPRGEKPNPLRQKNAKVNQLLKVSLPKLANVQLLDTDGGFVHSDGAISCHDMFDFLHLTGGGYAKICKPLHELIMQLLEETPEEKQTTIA
# pPAFAH FP inh: inhibitors of human plasma PAF acetylhydrolase (pPAFAH); 330,000 compounds, 1.5% hits; Q13093; inhibition, % at 3.39 µM; recombinant pPAFAH, FP-rhodamine probe fluorescence polarization;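 active means inhibition above the mean inhibition across the screen plus 3 SD, cut at about 25% in these data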;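 further: inhibitors block binding of the rhodamine activity-based probe so polarization drops; 0% = enzyme with DMSO and 100% = wells lacking pPAFAH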
# LYPLA2 counter: counter-screen for PME1 inhibitors: inhibitors of human LYPLA2 | O95372 | recombinant LYPLA2, FP-Rh probe fluorescence polarization | inhibition, % at 5.9 µM | 320,000 compounds, 0.38% hits;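 active means inhibition above the screen-wide mean plus 3 SD, limit set per campaign, cut at about 26% in these data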;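 further: 0% = LYPLA2 with DMSO and 100% = wells lacking LYPLA2 enzyme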
# Target sequence (O95372 whole entry, looked up): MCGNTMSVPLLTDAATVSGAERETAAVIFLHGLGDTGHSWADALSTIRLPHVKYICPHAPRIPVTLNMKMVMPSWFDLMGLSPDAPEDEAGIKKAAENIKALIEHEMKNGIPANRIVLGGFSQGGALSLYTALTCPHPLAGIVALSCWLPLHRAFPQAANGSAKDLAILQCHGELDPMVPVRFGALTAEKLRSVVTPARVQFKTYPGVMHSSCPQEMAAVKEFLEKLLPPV
# GSTO1 inh: GSTO1 inhibition, counter-screen for RBBP9 inhibitors; AID 1974; inhibition, % at 5.96 µM; recombinant GSTO1, activity-based probe fluorescence polarization; 300,000 compounds, 1.1% hits; P78417;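 active means inhibition above the campaign mean inhibition plus 3 SD, cut at about 35% in these data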;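 further: 0% = GSTO1-1 with DMSO and 100% = wells lacking GSTO1-1 enzyme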
# LYPLA1 inh: blocks human lysophospholipase 1, a PME1 counter-screen; recombinant LYPLA1, FP-Rh probe fluorescence polarization; 320,000 compounds, 0.16% hits; inhibition, % at 5.9 µM;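 active means inhibition above the mean of all tested compounds plus 3 SD, set per campaign, cut at about 14% in these data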;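 further: inhibitors block serine hydrolase probe labeling of LYPLA1 so polarization falls; 0% = enzyme with DMSO and 100% = wells lacking LYPLA1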
# Target sequence (O75608 whole entry, looked up): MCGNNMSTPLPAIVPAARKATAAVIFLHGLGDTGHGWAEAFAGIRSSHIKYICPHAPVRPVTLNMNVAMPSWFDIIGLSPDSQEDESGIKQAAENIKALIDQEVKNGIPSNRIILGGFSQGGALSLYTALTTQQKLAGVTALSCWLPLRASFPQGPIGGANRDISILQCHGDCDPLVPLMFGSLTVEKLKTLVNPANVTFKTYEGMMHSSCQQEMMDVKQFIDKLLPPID
# PREPL inh: inhibitors of human prolyl oligopeptidase-like enzyme PREPL | 320,000 compounds, 0.68% hits | AID 2751 | recombinant PREPL, fluorescence polarization activity-based probe | inhibition, % at 5.96 µM; in the data active means inhibition above about 43%;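 further: 0% = enzyme with DMSO and 100% = wells lacking enzyme; many of its hits are not listed in these tables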
# PAFAH1B3 FP inh: PAFAH1B3 (human) inhibition; recombinant PAFAH1B3, FP-rhodamine probe, fluorescence polarization; 340,000 compounds, 0.28% hits; Q15102; inhibition, % at 3.39 µM; AID 492972;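 active means inhibition above the screen-wide average of all tested compounds plus 3 SD, cut at about 25% in these data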;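 further: 0% = enzyme with DMSO only and 100% = wells lacking PAFAH1B3 protein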
# Target sequence (Q15102 whole entry, looked up): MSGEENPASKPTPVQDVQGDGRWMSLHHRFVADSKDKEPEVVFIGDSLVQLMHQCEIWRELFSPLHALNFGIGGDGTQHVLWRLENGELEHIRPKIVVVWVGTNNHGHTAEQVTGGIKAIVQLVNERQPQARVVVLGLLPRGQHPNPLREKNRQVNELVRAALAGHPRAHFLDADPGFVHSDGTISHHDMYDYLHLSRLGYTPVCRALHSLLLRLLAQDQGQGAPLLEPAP
# * = called active by the depositor; . = not tested or not shown. Only part of the results is shown, so the mix of outcomes need not match the whole.
SMILES,PME-1 inh,PAD4 inh,PAFAH1B2 FP inh,pPAFAH FP inh,LYPLA2 counter,GSTO1 inh,LYPLA1 inh,PREPL inh,PAFAH1B3 FP inh
CCc1cccc(CC)c1NC(=O)CN1C2CCCC1CC(NC(=O)Nc1cccc(OC)c1)C2 (stereo unspecified),14,-6,1,-3,-9,10,-2,8,-1
O=C(NCc1ccc(F)cc1)C1CCCN(S(=O)(=O)c2cccc3nsnc23)C1 (stereo unspecified),-2,-1,2,2,2,1,-2,-10,0
CCCn1nnc(NC(=S)NC(=O)Cc2ccccc2)n1,10,-3,7,2,2,5,0,-8,4
Cc1c(O)c(CN(C)C)cc2c1oc(=O)c1ccccc12,3,-3,1,0,1,2,3,0,8
O=C(COC(=O)C1COc2ccccc2O1)NC(=O)NC1CCCCC1 (stereo unspecified),-3,0,5,5,0,-9,4,-4,0
CC(C)(C)S(=O)(=O)c1ccccc1C(=O)O,-1,-1,1,-1,8,-7,2,25,3
O=C(Nc1ccc(Nc2ccccc2)cc1)c1ccccc1F,7,0,1,8,5,-5,0,23,6
COc1ccc(-c2noc(C3CCCN(S(=O)(=O)c4cccc(Cl)c4C)C3)n2)cc1OC (stereo unspecified),-39,-6,-4,-4,-1,7,-4,-48,5
O=C1CCc2cc(S(=O)(=O)NCCCC(=O)N3CCN(Cc4ccc5c(c4)OCO5)CC3)ccc2N1,-2,-2,4,3,0,0,0,13,5
O=C(c1ccc(Cl)cc1)c1cnc(Nc2ccccc2)s1,-3,-2,7,-4,0,-4,-3,4,5
O=C(Nc1ccccc1)c1nc[nH]c1C(=O)NCCNC(=O)c1[nH]cnc1C(=O)Nc1ccccc1,.,1,-9,-7,.,.,.,-6,-19
N#Cc1ccc(C23CC4(C2)[C@H](CN(Cc2ccc(-c5ccccc5)cc2)[C@@H]4c2ccccc2)C3c2ccc(C(F)(F)F)cc2)cc1 (stereo partly specified),-9,2,.,-14,-3,2,-4,-31,.
COc1ccc(-c2nc3c(c(=O)[nH]c(=O)n3Cc3ccccc3)n2Cc2ccccc2)cc1,5,1,7,7,-1,3,-3,7,4
CC1CCCC(C)N1C(=O)COC(=O)c1nn(C)c(=O)c2ccccc12 (stereo unspecified),2,3,2,8,8,-3,4,3,4
CC(=O)c1cccc(CN2CCCCC2C(=O)Nc2ccc(Oc3ccccc3)nc2)c1 (stereo unspecified),2,2,-8,4,-3,-2,-2,8,3
Cn1cccc1/C=N/n1c(-c2ccc(C(C)(C)C)cc2)n[nH]c1=S,9,1,8,11,0,-18,0,0,6
Cc1cc(=O)cc(C)n1-c1ccc(O)cc1,-1,-1,5,3,-2,9,1,-4,1
O=C(/C=C/Nc1ccc([N+](=O)[O-])cc1)c1ccc(Br)cc1,-6,-5,-10,-4,-1,7,-2,15,-2
N#CC[C@H](c1ccccc1)N1CCN(Cc2ccccc2)CCC1=O,-2,-1,0,5,0,0,-1,-10,5
CN1CCN(c2ccc([N+](=O)[O-])cc2NC(=O)c2ccco2)CC1,-3,-6,2,2,-11,1,-5,1,-6
Cc1ccc2nc(NCCc3ccc(Cl)cc3)c3nncn3c2c1,5,6,24,5,-1,-4,4,2,0
CCCn1c(-c2nonc2N)nc2ccccc21,4,0,0,4,2,0,2,11,1
CC(=O)Nc1ccc(-c2nnc(SCc3ccc(C)cc3)n2C)cc1,0,-4,4,-1,-4,4,-2,14,4
CCC(=O)NC(=S)Nc1ccc2oc(-c3ccc(OC)cc3)nc2c1,-2,-2,-1,-2,-6,-9,-1,11,-3
COc1ccc(Cc2noc(CN(C)C3CC(C)(C)NC(C)(C)C3)n2)cc1OC,-4,-3,4,-1,0,-3,2,-4,3
N#Cc1ccc(CNc2cnccn2)cc1,-2,0,6,-2,0,-2,1,-6,6
CCC(=O)Nc1cccc(C2=NOC3(C2)C[C@@H](C(N)=O)N(C(=O)c2cc([N+](=O)[O-])cc([N+](=O)[O-])c2)C3)c1 (stereo partly specified),-3,3,2,1,-2,2,-4,2,7
Cc1cc(C)nc(N(C#N)CC(=O)N2CCC(C(N)=O)CC2)n1,1,-8,-1,-1,-5,-4,3,2,-4
CCOC(=O)c1cnc2nc(C)[nH]n2c1=O,-6,-3,1,0,6,-2,4,-8,4
COC(=O)c1c(NC(=O)C2c3ccccc3Oc3ccccc32)sc(C)c1C,5,-4,-8,2,-9,4,-3,10,-5
Cc1ccc(-c2nc3c(c(=O)c4ccccc4n3C)c(=O)n2-c2ccc(F)cc2)cc1,-1,-8,3,0,-5,-3,-1,16,-2
COCCn1c(C)cc(C(=O)COC(=O)/C=C/c2cccc(OC)c2)c1C,-8,-6,3,5,7,-9,2,-1,-3
COc1ccc(OC)c(/C=C2\SC(N3CCCC(C)C3)=NC2=O)c1 (stereo unspecified),2,4,1,27*,-1,-6,-3,9,17
Cc1cc(NC(=O)CSc2ccc3nnc(-c4cccnc4)n3n2)no1,1,-1,7,3,8,-2,4,-5,9
CC(C)N(Cc1nnc(-c2ccc(Cl)cc2)o1)C(=O)C1=COCCO1,-1,-4,6,-1,1,-2,2,-2,10
CC(C)(C)C(=O)O/N=C(\N)COc1cccc(Cl)c1,1,-6,24,-6,2,-2,1,18,-5
O=C(NC1CCOc2ccccc21)C1CCCC1 (stereo unspecified),3,-1,1,3,5,-1,-4,-2,7
Cc1cc(NC(=O)CCC(=O)N(CC2CCCO2)C(C(=O)NC2CCCC2)c2cccnc2)no1 (stereo unspecified),-5,0,5,4,-2,1,-2,7,5
CC(C)CCSc1nc2c(c(=O)[nH]c(=O)n2C)n1CCc1ccccc1,-4,-2,0,4,4,-1,3,9,3
COC(=O)c1ccccc1C(=O)N1CCCC(C(=O)c2cc(F)ccc2F)C1 (stereo unspecified),13,1,2,2,4,3,-1,12,4
COc1cccc(NC(=O)N(CCCN2CCOCC2)C(C)c2cc3ccccc3o2)c1 (stereo unspecified),-5,0,7,0,-2,-3,-2,20,-1
CC1(C)C2CCC1(C)C(OC(=O)c1ccccc1C(=O)O)C2 (stereo unspecified),-3,3,20,-4,2,3,2,-5,7
Cc1cc(C(=O)NCCCN2CCCC2=O)no1,-8,-1,-5,-1,-2,0,1,7,5
C=CCc1ccccc1OCC(O)CN1C(=O)c2ccccc2C1=O (stereo unspecified),8,-4,1,2,-2,-5,-2,-6,7
COc1ccccc1CCNS(=O)(=O)CCNC(=O)c1ccc2c(c1)OCO2,5,-2,0,1,6,0,0,5,-1
CCN(C(=S)NC(=O)CCc1ccccc1)c1ccccc1,2,-1,3,-1,0,-2,3,3,3
CCOC(=O)[C@@H](CCc1ccccc1)N[C@H](C)C(=O)N1[C@H](C(=O)O)C[C@@H]2CCC[C@@H]21,-6,1,4,-2,1,7,0,1,11
O=C(O)c1ccccc1-c1ncc(-c2ccccc2)o1,-4,2,8,4,-8,7,0,-1,6
C/C(CCc1oc2ccc(Br)cc2c1-c1ccc(C)o1)=N/O,6,-5,-7,8,0,2,0,-3,0
COc1cc(/C=N/NC(N)=O)cc([N+](=O)[O-])c1O,3,0,5,5,2,-5,1,25,7
# (more compounds)
SMILES,PME-1 inh,PAD4 inh,PAFAH1B2 FP inh,pPAFAH FP inh,LYPLA2 counter,GSTO1 inh,LYPLA1 inh,PREPL inh,PAFAH1B3 FP inh
CCC(CC)C(=O)Nc1cccc(/C(C)=N/NC(=O)c2c(Br)cnn2C)c1,6,0,2,4,2,3,0,-2,0
CC1CCN(CCCN2C(=O)C3C(C(=O)Nc4cccc(Cl)c4)C4C=CC3(O4)C2C(=O)NC2CCCCC2)CC1 (stereo unspecified),-2,-1,3,2,-1,-3,-1,35,8
COc1ccc(C(=S)N2CCN(C)CC2)cc1,0,3,-4,4,0,3,1,-9,1
CC(C)CN(C(=O)COC(=O)c1ccc2ccccc2n1)C1CCS(=O)(=O)C1 (stereo unspecified),-11,5,3,-3,-8,-2,1,12,0
Clc1ccc(OCc2nc3ccccc3[nH]2)cc1,-17,-11,8,1,-6,1,-4,3,-4
O=C(Nc1cccc2ccccc12)N1N=CCC1c1ccccc1 (stereo unspecified),0,7,.,-2,6,13,1,6,.
C=CCCN(C(CC(C)C)C(=O)OC)S(=O)(=O)c1cc(Br)ccc1Br (stereo unspecified),6,1,0,0,-8,8,0,-5,10
CC(=O)Nc1ccc(NC(=O)C(C)Sc2n[nH]c(=O)n2Cc2ccccc2)cc1 (stereo unspecified),-3,-3,4,-2,-7,-3,-1,-4,6
CCOC(=O)C1=C(C)NC(=O)C(C(N)=O)C12CCCCC2 (stereo unspecified),-1,2,4,8,3,3,0,2,10
CC(=O)O/N=C(/c1nonc1N)N(C)C,-6,3,7,-2,-4,1,-2,15,3

# Single records, as listed above:
# CC(=O)Nc1ccc(NC(=O)C(C)Sc2n[nH]c(=O)n2Cc2ccccc2)cc1 (stereo unspecified) across the screens: PME-1 inh: -3; PAD4 inh: -3; PAFAH1B2 FP inh: 4; pPAFAH FP inh: -2; LYPLA2 counter: -7; GSTO1 inh: -3; LYPLA1 inh: -1; PREPL inh: -4; PAFAH1B3 FP inh: 6
# O=C(Nc1cccc2ccccc12)N1N=CCC1c1ccccc1 (stereo unspecified) across the screens: PME-1 inh: 0; PAD4 inh: 7; PAFAH1B2 FP inh: .; pPAFAH FP inh: -2; LYPLA2 counter: 6; GSTO1 inh: 13; LYPLA1 inh: 1; PREPL inh: 6; PAFAH1B3 FP inh: .

# Additional entries
SMILES,PME-1 inh,PAD4 inh,PAFAH1B2 FP inh,pPAFAH FP inh,LYPLA2 counter,GSTO1 inh,LYPLA1 inh,PREPL inh,PAFAH1B3 FP inh
COC(=O)[C@@H](NC(=O)N(C1CCCCC1)C1CCCCC1)C(C)C,0,-1,5,8,3,7,-5,3,5
CCOC(=O)c1c(-c2ccccc2)oc2ccc(OCC(=O)O)cc12,-3,-4,-1,-17,-5,0,0,11,-8
O=C(Cc1n[nH]c(=O)[nH]c1=O)N/N=C/c1c(O)ccc2ccccc12,0,6,4,9,0,23,-1,5,2
O=C(COC(=O)CCN1C(=O)/C(=C\C=C\c2ccccc2)SC1=S)Nc1ccc(Br)cc1,-10,-15,8,10,-31,-24,-22,-7,3
O=C(c1ccc(S(=O)(=O)N2CCOCC2)cc1)N1CCc2ccccc2C1,-10,-3,4,-7,-6,-5,1,0,6
COc1ccc(NC(=O)CSc2nnc(Cn3c(=O)sc4ccccc43)n2C)cc1OC,-3,-1,7,-12,-3,4,-1,-4,6
CC(C)c1ccc(C(=O)N2CCN(CCO)CC2)cc1,1,-2,0,-1,-5,12,-1,1,-4
COc1cc(OC)c2c(c1)C(=O)OC2,-1,0,4,1,-10,7,-2,6,6
COc1ccc(NC(=O)COC(=O)c2cccc(S(=O)(=O)N3CCCCC3)c2)c(OC)c1,9,6,0,11,-4,.,-2,8,5
CCn1cc(C(=O)NC2CCCCC2C)c(=O)c2ccc(C)nc21 (stereo unspecified),0,0,5,0,-1,2,0,6,1
COCCn1c(N2CCN(c3ccc(OC)cc3)CC2)nc2c1c(=O)[nH]c(=O)n2C,-6,-4,-1,3,-1,10,4,8,-1
CC(=O)/C(=N/Nc1ccccc1)N1CCOCC1,-4,-2,-1,2,4,3,2,10,4
CCOCc1nnc(NC(=O)CSc2ccccc2)s1,4,-3,11,1,8,1,3,3,-2
CC(=O)C1=C(O)C(=O)N(c2ccc(Br)cc2)C1c1ccc(Br)cc1 (stereo unspecified),-4,-1,0,-2,3,2,-3,3,1
COc1ccc(Br)cc1/C=N/NC(=O)CNC(=O)/C=C/c1ccccc1,-4,1,2,4,-13,4,-6,1,4
N#Cc1ccc(CN2CCN(C(=O)c3ccc(S(=O)(=O)NCc4ccco4)cc3)CC2)cc1,-1,-3,4,2,2,.,-1,50*,9
